# Screens as filed in PubChem.
# NCI-60 one-dose screen, 48 h, at 10 µM unless noted. Numbers give growth in % (100 = growth as untreated, 0 = no growth, -100 = all killed).
# M14: M14 melanoma. hit rate 6.2% among 80,000. AID 1794745
# HOP-92: HOP-92 NSCLC cells. hit rate 6.3% among 71,000. AID 1794738
# MOLT-4: MOLT-4 leukemia cells; hit rate 6.9% among 80,000; AID 1794779
# A549/ATCC: A549/ATCC NSCLC | AID 1794740 | hit rate 3.7% among 81,000
# EKVX: EKVX NSCLC. AID 1794765. hit rate 3% among 71,000
# HOP-62: HOP-62 NSCLC; hit rate 3.9% among 80,000
# CCRF-CEM: CCRF-CEM leukemia; hit rate 7% among 77,000
# RPMI-8226: RPMI-8226 leukemia cells | hit rate 7.5% among 77,000 | AID 1794781
# An asterisk follows results filed as active; nt = no result given. Rule for the calls: active = growth percent below 10; inactive = the rest. Rows were taken by chance (roughly 12% active in at least one column).
SMILES,M14,HOP-92,MOLT-4,A549/ATCC,EKVX,HOP-62,CCRF-CEM,RPMI-8226
COC(=O)c1cc(=O)nc(N/N=C/c2ccccc2O)s1,95,nt,72,94,nt,91,nt,88
COC(=O)CC[C@@H](C)[C@H]1CC[C@H]2[C@@H]3CC[C@@H]4C[C@H](O)CC[C@]4(C)[C@H]3CC[C@]12C,104,nt,107,107,105,111,95,94
CCc1ccccc1-n1c(=O)c(C#N)c(-c2ccc(O)cc2)c2c(=N)n(N)cnc21,118,114,95,127,113,99,118,110
O=S(=O)(NCCNc1nccc(-c2c(-c3cccc(F)c3)nc3sccn23)n1)c1ccccc1,41,52,17,25,53,60,34,44
Cc1ncc2[nH]cnc2n1,99,95,103,107,98,101,101,107
CCOc1ccc(NC(=O)c2ccc[n+](CCc3ccccc3)c2)cc1,100,89,79,98,105,85,86,103
O=C(NC(=S)Nc1ccccc1Cl)c1ccc(Cl)cc1,95,95,68,86,67,93,105,126
O=C(COc1ccc(NC(=O)Nc2ccc(Cl)c(Cl)c2)cc1)N=Nc1c(O)[nH]c2ccc([N+](=O)[O-])cc12,34,94,28,62,86,76,30,55
COc1ccc(C(=O)C(C#N)c2ccccc2)cc1 (configuration not stated),103,96,98,97,115,110,104,110
COC1OC(CI)C(OC(=O)c2ccccc2)C(OC(=O)c2ccccc2)C1OC(=O)c1ccccc1 (configuration not stated),89,91,92,96,95,97,94,82
Cc1ccc(C(=O)c2sc3nc4c(cc3c2N)CCCC4)cc1,87,38,86,85,nt,101,83,95
CCC1([N+](=O)[O-])COC(c2ccc(Cl)cc2)OC1 (configuration not stated),108,74,100,102,96,102,nt,102
COC(=O)c1cccc([N+](=O)[O-])c1,105,95,105,95,nt,79,104,102
CCN(CC)CCCC(C)Nc1c(C)cnc2cc(OC)ccc12 (configuration not stated),109,86,88,100,110,110,92,104
O=Cc1ccc(OC2OC(CO)C(O)C(O)C2O)cc1 (configuration not stated),114,115,101,98,89,100,109,110
CN1CCN(c2cnc(C(=O)Nc3cc(F)cc4cccnc34)cn2)CC1,51,79,23,92,46,99,36,49
C/C=C/C=C/C=N/N=C(N)N,99,93,102,96,nt,106,110,108
O=c1c2c3c(sc2nc(SC2CCCC2)n1-c1ccc([N+](=O)[O-])cc1)CCCCC3,94,90,92,89,84,106,93,93
O=c1n(CC2CO2)c(=O)n(CC2CO2)n1CC1CO1 (configuration not stated),48,49,19,49,97,46,37,57
C=C1CC[C@H]2[C@@](C)(CCC3OC(c4ccc(OCc5cn(CC6OC7OC(C)(C)OC7C7OC(C)(C)OC67)nn5)cc4)OC[C@]32C)[C@@H]1/C=C/C1=CCOC1=O (some centres not stated),93,77,81,101,76,98,86,52
CN1CCC[C@]2(C)[C@H]3CC[C@@H]4[C@@H]5[C@H]6OC[C@@]5(CCC6(C)C)CC[C@@]4(C)[C@]3(C)CC[C@H]2C1(C)C,98,51,38,72,100,94,66,30
CC1C(O)CC2CC3OC3(C)CCC3OC3(C)CCC1C2(C)C (configuration not stated),104,114,97,113,101,98,120,101
Cc1nnc(Oc2ccc(NC(=O)Nc3ccc(Cl)cc3)cc2)c2ccccc12,79,nt,36,62,71,93,40,56
CN=C1Cn2c(nc3ccccc3c2=O)CN1C,136,77,79,96,98,204,88,114
O=C(CCCl)c1ccc(Oc2ccccc2)cc1,90,84,nt,76,82,79,86,79
# New compounds follow.
SMILES,M14,HOP-92,MOLT-4,A549/ATCC,EKVX,HOP-62,CCRF-CEM,RPMI-8226
COc1cc(CNS(=O)(=O)c2ccc(C)cc2)ccc1OCc1cn(-c2ccc(C#N)cc2)nn1,106,112,92,111,95,101,99,94
CCN1CCCC(=O)C1,98,94,90,96,109,101,90,103
CCCCOC(=O)c1ccc(NC(=O)C(C)N2CCOCC2)cc1 (configuration not stated),94,77,95,97,109,100,72,88
COC(=O)c1cc([N+](=O)[O-])cc([N+](=O)[O-])c1Cl,21,100,27,101,98,102,30,87
O=C(/C=C/C=C/c1ccccc1)c1ccc(Nc2nc(Nc3ccccc3)nc(Nc3ccccc3)n2)cc1,81,31,81,67,73,79,nt,42
O=C(Cc1ccc(Cl)cc1)n1cccc1,102,95,72,116,nt,114,94,106
N#CC1=C(N)Oc2n[nH]c(-c3ccccn3)c2C1c1cccs1 (configuration not stated),104,122,92,97,nt,99,86,95
CC(C)(Sc1cc(C(C)(C)C)c(O)c(C(C)(C)C)c1)Sc1cc(C(C)(C)C)c(O)c(C(C)(C)C)c1,105,80,100,98,104,110,91,95
Cc1cccc2c(-c3ccccc3)c(Cc3ccccc3)[nH]c12,106,110,93,78,104,82,94,99
COc1ccc(CSc2nc3ccc(Cl)cc3c(=O)n2Cc2ccccc2)cc1,107,74,115,101,nt,102,90,94
CCCCCC(CCC)COC(=O)CBr (configuration not stated),107,nt,104,97,nt,108,nt,96
CCCn1c(=O)c2c(nc(-c3cccc(OCCCCl)c3)n2Cc2ccccc2)n(CCC)c1=O,80,53,46,89,nt,89,80,56
CC1=N[C@@H]2CN(C(=O)OC(C)(C)C)C[C@@H]2n2c1cc1ccccc1c2=O,98,nt,106,103,103,98,105,101
CCOC(=O)c1ccc2[nH]c(O)c(C(=Nc3ccc(N(C)C(=O)CN4CCN(C)CC4)cc3)c3ccccc3)c2c1,-79*,30,-14*,-21*,-3.5*,-6.0*,4.6*,-28*
COCCOc1cc2ncnc(N3CCN(c4ncc(Cc5ccccc5)cn4)CC3)c2cc1OCCOC,99,60,53,89,74,104,82,60
CCc1c(C)c2cc3nc(CCC(=O)O)oc3c(C)c2oc1=O,99,102,101,91,99,82,91,106
Cc1ccc(N2CCN(CC(O)COc3cccc(C)c3)CC2)cc1 (configuration not stated),104,109,nt,108,107,97,108,nt
CC(=O)Oc1c(Cl)c(Cl)c(Cl)c(Cl)c1Cl,105,nt,86,86,88,96,83,73
CC1=CN2C(=O)C3C4=C(CCCC4)SC3N=C2CN1c1c(C)cccc1C (configuration not stated),97,55,77,82,81,82,nt,54
CCOC(=O)C1=C(C)NC(=S)NC1c1cc(=O)oc2ccc(C)cc12 (configuration not stated),96,91,97,93,102,100,78,74
CCNc1nc(CC(C)C)c(C#N)c(=O)n1C,73,21,83,72,43,62,105,84
CCOC(=O)C1=C(C(C)=O)C(c2ccc([N+](=O)[O-])cc2)C(C(C)=O)=C(C(=O)OCC)N1,103,100,98,100,97,96,97,105
CO[C@H]1C[C@@H]2CC[C@@H](C)[C@@](O)(O2)C(=O)C(=O)N2CCCC[C@H]2C(=O)O[C@H]([C@H](C)C[C@@H]2CC[C@@H](OP(C)(C)=O)[C@H](OC)C2)CC(=O)[C@H](C)/C=C(\C)[C@@H](O)[C@@H](OC)C(=O)[C@H](C)C[C@H](C)\C=C/C=C/C=C/1C,66,36,29,35,50,29,37,35
Cc1nn2c(CCC(=O)c3nc4ccc([N+](=O)[O-])cc4[nH]3)nnc2s1,108,128,95,99,100,87,108,122
C#Cc1c(C)cc(C)c(Br)c1C,102,nt,96,96,95,108,nt,nt

# Not a retest: 20 of the compounds above.
SMILES,M14,HOP-92,MOLT-4,A549/ATCC,EKVX,HOP-62,CCRF-CEM,RPMI-8226
COc1cc(CNS(=O)(=O)c2ccc(C)cc2)ccc1OCc1cn(-c2ccc(C#N)cc2)nn1,106,112,92,111,95,101,99,94
CCN1CCCC(=O)C1,98,94,90,96,109,101,90,103
CCCCOC(=O)c1ccc(NC(=O)C(C)N2CCOCC2)cc1 (configuration not stated),94,77,95,97,109,100,72,88
COC(=O)c1cc([N+](=O)[O-])cc([N+](=O)[O-])c1Cl,21,100,27,101,98,102,30,87
O=C(/C=C/C=C/c1ccccc1)c1ccc(Nc2nc(Nc3ccccc3)nc(Nc3ccccc3)n2)cc1,81,31,81,67,73,79,nt,42
O=C(Cc1ccc(Cl)cc1)n1cccc1,102,95,72,116,nt,114,94,106
N#CC1=C(N)Oc2n[nH]c(-c3ccccn3)c2C1c1cccs1 (configuration not stated),104,122,92,97,nt,99,86,95
CC(C)(Sc1cc(C(C)(C)C)c(O)c(C(C)(C)C)c1)Sc1cc(C(C)(C)C)c(O)c(C(C)(C)C)c1,105,80,100,98,104,110,91,95
Cc1cccc2c(-c3ccccc3)c(Cc3ccccc3)[nH]c12,106,110,93,78,104,82,94,99
COc1ccc(CSc2nc3ccc(Cl)cc3c(=O)n2Cc2ccccc2)cc1,107,74,115,101,nt,102,90,94
CCCCCC(CCC)COC(=O)CBr (configuration not stated),107,nt,104,97,nt,108,nt,96
CCCn1c(=O)c2c(nc(-c3cccc(OCCCCl)c3)n2Cc2ccccc2)n(CCC)c1=O,80,53,46,89,nt,89,80,56
CC1=N[C@@H]2CN(C(=O)OC(C)(C)C)C[C@@H]2n2c1cc1ccccc1c2=O,98,nt,106,103,103,98,105,101
CCOC(=O)c1ccc2[nH]c(O)c(C(=Nc3ccc(N(C)C(=O)CN4CCN(C)CC4)cc3)c3ccccc3)c2c1,-79*,30,-14*,-21*,-3.5*,-6.0*,4.6*,-28*
COCCOc1cc2ncnc(N3CCN(c4ncc(Cc5ccccc5)cn4)CC3)c2cc1OCCOC,99,60,53,89,74,104,82,60
CCc1c(C)c2cc3nc(CCC(=O)O)oc3c(C)c2oc1=O,99,102,101,91,99,82,91,106
Cc1ccc(N2CCN(CC(O)COc3cccc(C)c3)CC2)cc1 (configuration not stated),104,109,nt,108,107,97,108,nt
CC(=O)Oc1c(Cl)c(Cl)c(Cl)c(Cl)c1Cl,105,nt,86,86,88,96,83,73
CC1=CN2C(=O)C3C4=C(CCCC4)SC3N=C2CN1c1c(C)cccc1C (configuration not stated),97,55,77,82,81,82,nt,54
CCOC(=O)C1=C(C)NC(=S)NC1c1cc(=O)oc2ccc(C)cc12 (configuration not stated),96,91,97,93,102,100,78,74

# 3 entries from above, ordered by length of the SMILES, highest first:
SMILES,M14,HOP-92,MOLT-4,A549/ATCC,EKVX,HOP-62,CCRF-CEM,RPMI-8226
CC1=N[C@@H]2CN(C(=O)OC(C)(C)C)C[C@@H]2n2c1cc1ccccc1c2=O,98,nt,106,103,103,98,105,101
Cc1nn2c(CCC(=O)c3nc4ccc([N+](=O)[O-])cc4[nH]3)nnc2s1,108,128,95,99,100,87,108,122
CC1=CN2C(=O)C3C4=C(CCCC4)SC3N=C2CN1c1c(C)cccc1C (configuration not stated),97,55,77,82,81,82,nt,54

# (further entries)
SMILES,M14,HOP-92,MOLT-4,A549/ATCC,EKVX,HOP-62,CCRF-CEM,RPMI-8226
OCc1nc2nc(Cl)c(Cl)nc2[nH]1,97,104,nt,102,96,96,105,102
CN(C)c1ccc(/C=N/n2c(-c3cc(F)c(Cl)cc3Cl)nn(CN3CCOCC3)c2=S)cc1,83,75,89,101,107,87,92,97
N#Cc1[nH]nc2nc[nH]c(=O)c12,101,89,112,90,101,110,nt,108
COc1ccc(-c2nc(SCCC(C)C)nc(N/N=C\c3ccc(O)cc3)c2C#N)cc1,77,68,64,60,93,62,55,43
O=C(OC1CCC2CCCC1C2=O)c1ccc([N+](=O)[O-])cc1 (configuration not stated),97,112,100,103,nt,96,95,98
NC(=NCCCOc1ccc(F)cc1)Nc1ccc(Cl)c(Cl)c1,64,16,36,82,75,79,60,39
S=c1c2ccccc2[nH]c2ccccc12,94,77,82,59,77,75,82,83
COc1cccc2cc(-c3cc4ccccc4[nH]3)/c(=N/C(=S)Nc3ccc(C)cc3)oc12,95,-6.3*,101,80,61,22,nt,114
COc1ccc(C2NC(=S)N(C(CC(=O)c3ccccc3)c3ccccc3)C(=O)C2Br)cc1 (configuration not stated),87,87,92,89,80,87,90,35
COc1cc(-c2csc(NC(=O)Nc3ccc(Cl)c(C(F)(F)F)c3)n2)cc(OC)c1OC,-4.9*,-35*,2.7*,0.2*,2.1*,-24*,nt,-7.4*
CCCCOc1nc2ccccc2cc1/C=C/C(=O)c1c(O)c2ccccc2oc1=O,97,101,95,79,103,61,97,111
NS(=O)(=O)c1ccc(CCN2C(=O)/C(=C\c3ccc(Cl)cc3)C=C2c2ccc(Cl)cc2)cc1,97,78,90,99,92,102,73,98
NC(CSC(c1ccccc1)(c1ccccc1)c1ccc(Cl)cc1)C(=O)O (configuration not stated),-24*,-16*,6.4*,-9.6*,27,27,3.5*,nt
Cc1cccc(Cl)c1NC(=O)Nc1cccc(C#N)c1,98,89,102,95,93,105,89,109
O=C(Nc1ccc(F)cc1)c1ccc2c(c1)nc(-c1ccccc1)n2C1CCCCC1,96,122,68,89,82,86,82,78
O=P(O)(c1ccc(Br)cc1)c1ccc(Br)cc1,110,nt,104,88,nt,100,nt,102
N#Cc1c(-c2ccc(F)cc2)nc(SCc2ccc([N+](=O)[O-])cc2)nc1N1CCN(c2ccccc2)CC1,99,110,110,93,86,106,104,85
COc1cc(-c2nc(SCC(C)C)nc(Nc3ccc(F)cc3)c2C#N)cc(OC)c1OC,99,67,81,89,95,67,97,100
N=c1ccn2c(n1)O[C@@H]1[C@@H](O)[C@H](CO)O[C@@H]12,-1.8*,nt,28,22,99,48,32,94
c1ccc(CSc2nnc(-c3cccs3)n2-c2ccccc2)cc1,105,79,84,91,86,109,88,86
O=C(CCc1nnc(-c2c(Cl)cccc2Cl)o1)c1nc2ccccc2[nH]1,56,6.7*,21,70,61,72,47,31
Cc1ccc2c(c1)C(=C(C#N)C#N)CCN2,104,nt,96,105,113,105,98,100
